# IMPase cell inh: membrane-permeable compound that blocks inositol monophosphatase. 120,000 tested, under 10 active. CHO-M1 cells, IP1 accumulation, HTRF TR-FRET ratio. P97697. inhibition (IP1 accumulation), % at 46.1 µM; active means well fitted curve in the direction sought with a large enough effect in the signal ratio, not every such curve was filed as active; inconclusive means small, poorly fitted or top-dose-only effect, or a change in a side signal; inactive means no such curve, though single readings can be large or run the other way; the % refers to the signal ratio;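 further: cells stimulated with carbachol in lithium chloride buffer; plate controls were DMSO basal wells for no effect and reference inhibitor wells for full effect; higher means more IMPase inhibition seen as more IP1 and lower FRET ratio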
# Target sequence (P97697 whole entry, looked up): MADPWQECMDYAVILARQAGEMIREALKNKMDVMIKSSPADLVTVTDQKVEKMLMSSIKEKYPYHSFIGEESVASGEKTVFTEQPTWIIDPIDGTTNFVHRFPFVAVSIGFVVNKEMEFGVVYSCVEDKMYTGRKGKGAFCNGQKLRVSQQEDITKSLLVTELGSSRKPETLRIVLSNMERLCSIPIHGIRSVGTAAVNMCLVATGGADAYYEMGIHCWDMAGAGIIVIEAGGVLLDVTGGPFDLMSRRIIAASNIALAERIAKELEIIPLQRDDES
#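 Measured: the HTRF emission ratio (665/620 nm) plus the 620 nm donor channel, each fitted to the Hill equation to give AC50. Cells were CHO-M1 given compounds up to 46 uM and a 30 min carbachol stimulation at 37C.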
# Starred values were filed as active, the others as inactive; ? = inconclusive. Some of the compounds tested; rates above refer to the full screens.
SMILES,IMPase cell inh
Clc1ccc(CCNC(c2ccc(Cl)cc2)c2nnc(-c3ccccc3)o2)cc1 (stereo not given),6
COc1cc(OC)c(Nc2nc3ccccc3c3nncn23)cc1Cl,-6
O=C1Nc2c(c(=O)[nH]c(=O)n2-c2ccc(F)cc2)C1(NS(=O)(=O)c1ccc(Cl)cc1)C(F)(F)F (stereo not given),4
Cc1ccc2nc(NS(=O)(=O)c3ccc(Cl)cc3)c(Nc3ccc(C(=O)O)cc3)nc2c1,-5
CCOc1ccc(CCNC(=O)c2cc3cc4cc(OC)ccc4nc3s2)cc1OCC,?
COc1ccc(NC(=O)c2cc3nc(-c4ccc(C)c(C)c4)cc(C(F)(F)F)n3n2)cc1,-7
CCC(Sc1nnc2c3ccccc3n(CC)c2n1)C(=O)Nc1nnc(C(C)C)s1 (stereo not given),4
COc1ccc(C(=O)Nc2ccc3oc(-c4ccc5ccccc5c4)nc3c2)cc1Br,-7
Cc1ccc(-c2nnc(Nc3ccc(C(=O)N(C)C)cc3)c3ccccc23)cc1S(=O)(=O)N(C)C,4
Cc1cc2c(cc1C)NC(CC(=O)Nc1ccccc1SC(F)(F)F)C(=O)N2 (stereo not given),0
CCCOc1cccc(C2c3c(oc4ccc(F)cc4c3=O)C(=O)N2CCc2ccc(OC)cc2)c1 (stereo not given),-6
c1ccc(N2CCN(Cc3nnc(-c4ccc5c(c4)OCO5)o3)CC2)cc1,-3
COc1ccc(-c2nn3c(-c4ccc(OC)cc4)nnc3c3ccccc23)cc1,?
CCOC(=O)CSc1nc(-c2ccc(C)cc2C)cc(-c2ccccc2)c1C#N,-9
CCN(CC)C(=O)c1sc(NC(=O)C2c3ccccc3Oc3ccccc32)c(C(=O)OC(C)C)c1C,?
Cc1ccc(-c2ccc(CCC(=O)O)n2-c2cccc(C)c2C)cc1,3
CCC(=O)N1CCc2cc(S(=O)(=O)NCc3ccc(C)cc3)ccc21,-8
Cc1cccc(OCC(=O)Nc2ccc(S(=O)(=O)Nc3onc(C)c3C)cc2)c1C,-2
CCc1ccc(CN(C(=O)c2ccc(OC)cc2)C2CCS(=O)(=O)C2)cc1 (stereo not given),3
CC(C)(C)C1CCc2c(sc(NC(=O)c3ccccc3F)c2C(=O)NCc2ccco2)C1 (stereo not given),0

# Some of these compounds in order of their number in IMPase cell inh, lowest first:
Compound | IMPase cell inh
CCOC(=O)CSc1nc(-c2ccc(C)cc2C)cc(-c2ccccc2)c1C#N | -9
CCC(=O)N1CCc2cc(S(=O)(=O)NCc3ccc(C)cc3)ccc21 | -8
c1ccc(N2CCN(Cc3nnc(-c4ccc5c(c4)OCO5)o3)CC2)cc1 | -3
CC(C)(C)C1CCc2c(sc(NC(=O)c3ccccc3F)c2C(=O)NCc2ccco2)C1 (stereo not given) | 0
Cc1ccc(-c2ccc(CCC(=O)O)n2-c2cccc(C)c2C)cc1 | 3

# (further entries)
SMILES,IMPase cell inh
CC(C)(C)C1CCc2c(sc(NC(=O)c3ccco3)c2C(=O)Nc2ccccc2Cl)C1 (stereo not given),-2
CC1CCCCN1c1nc(-c2ccc(C(C)(C)C)cc2)nc2ccccc12 (stereo not given),2
Cc1ccc2c(c1)C(=O)OC(C(=O)Nc1ncc(Cc3ccccc3Cl)s1)C2 (stereo not given),-7
COC(=O)C(Cc1c[nH]c2ccccc12)NC(=O)COc1cccc(C)c1 (stereo not given),0
N#C/C(=C\c1ccc(-c2ccc(Br)cc2)o1)C(=O)Nc1ccccc1O,4
COC(=O)c1c(NC(=O)c2c(OC)cccc2OC)sc2c1CCCC2,-14
CCOc1ccc(S(=O)(=O)N(C(C)=O)c2ccc3oc(C)c(C(=O)OC)c3c2)cc1,30
CCOC(=O)c1c(NC(=O)/C=C/c2ccc(OC)cc2)sc2c1CCC(C)C2 (stereo not given),2
Cc1cc(C)cc(NC(=O)C(=O)NC(C)c2ccccc2)c1 (stereo not given),-7
COc1ccc(CNC(=O)CCS(=O)(=O)c2cc(Br)cc3c2N(C(=O)C2CC2)CC3)cc1,7
COc1ccc(Cl)cc1S(=O)(=O)Nc1ccc2[nH]c(=O)[nH]c2c1,?
COc1ccc(-c2c(C#N)c(SCC(=O)Nc3cccc(Cl)c3)nc(C)c2C(=O)Nc2ccccc2)cc1OC,4
Cc1ccc(OCCCCn2c(-c3ccc(Cl)cc3)nc3ccccc3c2=O)cc1,-2
COc1ccc(-c2noc(CCC(=O)N(C)c3cc(Cl)ccc3OC)n2)cc1,?
CCC(=O)Nc1cc(-c2nc3cc(C)cc(C)c3o2)ccc1C,5
CCOC(=O)c1cc(NC(=O)c2ccc(C)cc2)c(=O)n2c1oc1ccccc12,?
O=c1oc2ccccc2cc1-c1cn2cc(Cc3cc(Cl)ccc3Cl)sc2n1,3
Brc1ccc(-c2cn3cc(Cc4ccccc4)sc3n2)cc1,-5
FC(F)(F)c1cccc(Nc2nc3nonc3nc2Nc2ccc(Cl)cc2)c1,2
Cc1ccc(CNC(=O)CCCCn2c(=O)c3ccccc3n(Cc3ccc(C)cc3)c2=O)cc1,4

# Filtered by structure: those above containing a COOH group
SMILES,IMPase cell inh
Cc1ccc2nc(NS(=O)(=O)c3ccc(Cl)cc3)c(Nc3ccc(C(=O)O)cc3)nc2c1,-5
Cc1ccc(-c2ccc(CCC(=O)O)n2-c2cccc(C)c2C)cc1,3

# Further structures.
SMILES,IMPase cell inh
Cc1cccc(NC(=O)c2c(NC(=O)c3ccco3)sc3c2CCC(C)C3)c1 (stereo not given),-15
Cc1cccc(Nc2nnc(-c3ccc(C)c(S(=O)(=O)N4CCOCC4)c3)c3ccccc23)c1,-6
Cc1ccccc1C(=O)Nc1sc2c(c1C(=O)N1CCC(C)CC1)CCC(C)C2 (stereo not given),4
Cc1ccc(NC(=O)CC2Nc3ccccc3NC2=O)cc1C (stereo not given),2
COc1ccc(NC(=O)Cn2c(=O)n(Cc3ccco3)c(=O)c3cc(OC)c(OC)cc32)cc1,2
O=C(CSc1nc(-c2ccccc2)[nH]c1-c1ccc(F)cc1)NC1CCCC1,3
O=S(=O)(Nc1nc2ccccc2nc1Nc1ccccc1Br)c1ccccc1,1
Cc1cccc(NS(=O)(=O)c2ccc3[nH]c(=O)[nH]c3c2)c1C,14
COc1cccc(NC(=O)Cn2cc(C(=O)C3CCCCC3)c3ccccc32)c1,?
CCc1c(C)sc(NC(=O)C2c3ccccc3Oc3ccccc32)c1C(=O)OC(C)C,9

# Six entries out of the list, ordered by heavy-atom count, largest number first.
SMILES,IMPase cell inh
Cc1ccc(OCCCCn2c(-c3ccc(Cl)cc3)nc3ccccc3c2=O)cc1,-2
Cc1ccccc1C(=O)Nc1sc2c(c1C(=O)N1CCC(C)CC1)CCC(C)C2 (stereo not given),4
CCOC(=O)c1c(NC(=O)/C=C/c2ccc(OC)cc2)sc2c1CCC(C)C2 (stereo not given),2
CC1CCCCN1c1nc(-c2ccc(C(C)(C)C)cc2)nc2ccccc12 (stereo not given),2
COc1ccc(Cl)cc1S(=O)(=O)Nc1ccc2[nH]c(=O)[nH]c2c1,?
Brc1ccc(-c2cn3cc(Cc4ccccc4)sc3n2)cc1,-5

# The results go on:
SMILES,IMPase cell inh
CC(C)c1nnc(N2C(=O)c3oc4ccccc4c(=O)c3C2c2cccc(O)c2)s1 (stereo not given),0
COC(=O)c1c(NC(=O)C2c3ccccc3Oc3ccccc32)sc2c1CCC(C)C2 (stereo not given),21
Cc1nn(-c2ccccc2)c(OC(=O)c2ccc(Cl)cc2)c1S(=O)(=O)c1ccccc1,4
Cc1ccc(NC(=O)COc2ccc(-c3nn(C)c(=O)c4ccccc34)cc2)c(C)c1,4
O=C(Cn1cc(C(=O)C(F)(F)F)c2ccccc21)N1CCCCCC1,6
Cc1ccc(C)c(NC(=O)Cn2cc(C(=O)c3cccs3)c3ccccc32)c1,-8
CCN(CC)c1nc(-c2ccccc2Cl)c2cc(Br)ccc2n1,-16
CCOC(=O)c1c(NC(=O)COc2cc(C)ccc2C(C)C)sc2c1CCCC2,-2
CCOc1ccccc1-n1c(N)c(C(=O)OC)c2nc3ccccc3nc21,1
COc1ccc(C2c3c(-c4ccc(F)cc4)n[nH]c3C(=O)N2c2ccccc2)cc1OC (stereo not given),?
CCOc1ccc(C(=O)Nc2cccc(NC(=O)c3ccco3)c2)cc1Cl,-8
Cc1cc(C)n(-c2nnc(Nc3ccc(C)c(C)c3)c3ccccc23)n1,9
CCCCCCn1c(/C=C/c2ccccc2)nc2ccccc21,-10
CCn1c2ccccc2c2cc(NC(=O)COc3cccc(C)c3)ccc21,5
COc1ccc(-c2cc(C(=O)Oc3cccc(C)c3)c3ccccc3n2)cc1,-4
O=C1Nc2ccc(S(=O)(=O)Nc3ccccc3O)c3cccc1c23,-5
COCCNC(=O)CSc1nc(-c2ccc(C)cc2)[nH]c1-c1ccc(OC)cc1,11
Cc1c(C(=O)OC2CCCCC2)[nH]c2c1C(=O)CC(c1ccccc1Cl)C2 (stereo not given),-9
COc1ccc(C)cc1NC(=O)C(Cc1ccccc1)NS(=O)(=O)c1ccc(Br)s1 (stereo not given),-4
Cc1ccc(N2CCN(Cc3nnc(-c4ccc5c(c4)OCO5)o3)CC2)c(C)c1,-4
CCc1ccc(OCC(=O)N(Cc2ccc(C(C)C)cc2)C2CCS(=O)(=O)C2)cc1 (stereo not given),2
O=C(Nc1c(O)c2ccccc2oc1=O)c1cccc(F)c1,-1
Cc1ccn2c(Nc3ccc4c(c3)OCCO4)c(-c3ccc(Cl)s3)nc2c1,10
CCCCCOC(=O)CSc1nc2sc3c(c2c(=O)n1Cc1ccccc1)CC(C)(C)OC3,-1
COc1ccc(-c2cc(C(=O)OC(C)C(=O)c3ccccc3)c3cccc(Cl)c3n2)cc1 (stereo not given),-5
Cc1ccc(C(=O)N(c2ccc(C)cc2)S(=O)(=O)c2ccc(Cl)cc2)cc1,-9
COc1ccc(N(C(=O)COc2ccc(Br)cc2)S(=O)(=O)c2ccc(C)cc2)cc1,-7
Cc1ccc(S(=O)(=O)N(CC(O)Cn2c3ccccc3c3ccccc32)c2cccc(C(N)=O)c2)cc1 (stereo not given),7
Cc1cccc(-c2nnc(SCC(=O)N3CCCCC3)o2)c1,2
N#C/C(=C\c1ccc(-c2cccc(Cl)c2)o1)C(=O)Nc1cccc(C(F)(F)F)c1,1
COc1ccc(C2(Nc3cccc(F)c3)C(=O)c3ccccc3C2=O)cc1,0
COC(=O)c1c(NC(=O)c2cc3ccccc3c(=O)o2)sc2c1CCCC2,1
COc1ccc(-c2cc(C(F)(F)F)n3nc(C(=O)Nc4cccc(Cl)c4Cl)cc3n2)cc1OC,-7
O=C(Cc1ccccc1)Nc1sc2c(c1C(=O)Nc1cccc(Cl)c1)CCCCC2,3
Cn1c(=O)c2c(nc(NCCCCO)n2Cc2ccccc2Cl)n(C)c1=O,-2
COc1ccccc1NC(=O)CCN1CCC(C(N)=O)CC1,-1
Cc1ccn2c(Nc3ccccc3C)c(-c3ccc(N4CCOCC4)cc3)nc2c1,?
CCOC(=O)c1c(C)oc2ccc(N(C(=O)c3ccncc3)S(=O)(=O)c3ccc(CC)cc3)cc12,-6
COc1ccc(NC(=O)c2cn(-c3ccccc3)nc2-c2ccc(C)cc2)cc1,-5
Cc1ccc(S(=O)(=O)N(CC(=O)Nc2cccnc2)c2cc(Cl)ccc2C)cc1,1
COc1cc2ccccc2cc1C(=O)Nc1cccc(-c2nc3cc(C)ccc3o2)c1C,-3
CCOc1cccc(C2Oc3nc(SC)nnc3-c3ccccc3N2C(C)=O)c1OC (stereo not given),3
Cc1ccc(-c2nc(S(=O)(=O)c3ccc(C)cc3)c(N3CCCCC3)o2)cc1,-5
Cc1cccc(OCCOCCn2c(-c3ccc(Cl)cc3)nc3ccccc3c2=O)c1C,1
CN(C)c1ccc(/C=C/c2nc(-c3ccccc3O)n(-c3ccccc3)n2)cc1,-13
COc1ccc(NC(=O)Cn2cc(C(=O)C3CCCCC3)c3ccccc32)cc1,-5
Cc1cccc(NC(=O)Cn2cc(C(=O)C3CCCCC3)c3ccccc32)c1,-24
N#Cc1ccccc1NC(=O)CSc1ncn[nH]1,-1
Cn1c2ccccc2c2c(C(=O)N3CCN(c4cccc(C(F)(F)F)c4)CC3)cn(C3CCCCC3)c(=O)c21,3
Clc1ccc(Nc2nc(-c3ccccc3)c3cc(Cl)ccc3n2)cc1,-10

# Following part
SMILES,IMPase cell inh
COc1cccc(NC(=O)Cn2c(=O)n(Cc3ccco3)c(=O)c3cc(OC)c(OC)cc32)c1,-16
Cc1ccccc1-n1c(/C=C/c2c(C)n(C)c3ccccc23)nc2ccccc2c1=O,-13
COc1ccc(N2CCN(C(=O)c3ccc(Nc4nc5ccccc5n5nnnc45)cc3)CC2)cc1,0
Cc1ccc2c(c1)sc1nc(-c3cc4ccccc4oc3=O)cn12,-6
COCCCn1c(=N)c(C(=O)NCc2ccco2)cc2c(=O)n3cccc(C)c3nc21,-1
CCOC(=O)c1cc(OC(=O)c2cccc(F)c2)n(-c2ccccc2)n1,-2
COc1cc(NC(=O)Cn2cnc3c2c(=O)n(C)c(=O)n3C)c(OC)cc1Cl,-10
O=C(CSc1nc(-c2ccc(F)cc2)cc(C(F)(F)F)n1)NCCc1ccccc1,?
COc1ccc(NC(=O)CSC2=Nc3ccccc3C3=NC(CC(=O)NCc4ccccc4OC)C(=O)N23)cc1Cl (stereo not given),11
N#C/C(=C\c1ccc(-c2ccccc2C(=O)O)o1)c1nc2ccccc2[nH]1,0
O=C(Cc1ccc(Cl)cc1)Nc1ccc2oc(-c3ccc(F)cc3)nc2c1,-7
CC(C)(C)C(=O)NC1(C(F)(F)F)C(=O)Nc2c1c(=O)[nH]c(=O)n2-c1ccccc1 (stereo not given),0
